RXFP1 antag – RXFP1 (human) relaxin receptor antagonism; AID 1259400; Q9HBX9; 0.59% of 350,000 active; HEK293-RXFP1, relaxin-stimulated cAMP HTRF, 30 min; stronger effect = lower value; activity change, negative = inhibition, % at 57.5 µM;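 active means activity change of -60% or lower, but not beyond a set lower limit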
Target sequence (Q9HBX9 whole entry, looked up): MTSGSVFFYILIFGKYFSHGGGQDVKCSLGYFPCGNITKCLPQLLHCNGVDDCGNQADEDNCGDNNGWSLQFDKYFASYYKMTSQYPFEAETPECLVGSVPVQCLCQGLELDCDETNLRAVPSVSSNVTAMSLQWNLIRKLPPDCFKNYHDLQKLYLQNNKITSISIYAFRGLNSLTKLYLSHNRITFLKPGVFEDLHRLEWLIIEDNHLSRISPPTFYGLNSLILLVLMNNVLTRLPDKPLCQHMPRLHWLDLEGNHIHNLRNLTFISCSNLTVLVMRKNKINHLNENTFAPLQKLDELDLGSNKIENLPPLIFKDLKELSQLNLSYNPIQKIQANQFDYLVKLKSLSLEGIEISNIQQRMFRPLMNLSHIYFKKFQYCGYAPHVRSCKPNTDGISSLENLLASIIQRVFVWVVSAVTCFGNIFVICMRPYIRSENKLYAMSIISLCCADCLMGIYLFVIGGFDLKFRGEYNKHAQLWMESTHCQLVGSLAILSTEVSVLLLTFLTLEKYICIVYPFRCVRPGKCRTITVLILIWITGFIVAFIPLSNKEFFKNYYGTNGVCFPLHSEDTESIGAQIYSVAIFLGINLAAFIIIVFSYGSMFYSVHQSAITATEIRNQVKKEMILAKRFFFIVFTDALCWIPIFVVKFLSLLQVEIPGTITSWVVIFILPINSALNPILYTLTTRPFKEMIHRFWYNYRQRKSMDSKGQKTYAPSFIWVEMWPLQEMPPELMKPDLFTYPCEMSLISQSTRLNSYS
* = called active by the depositor. On the % scale 0 is the no-effect control and ±100 the full control effect.

RXFP1 antag,Molecule
5.4,COc1ccc(CNC(=O)c2cc(S(=O)(=O)N3CCCCC3)ccc2N2CCOCC2)cc1OC
3.8,COc1ccc(S(=O)(=O)N2CCCCCC2)cc1NC(=O)CCNC(=O)c1ccc(Cl)cc1
4.5,CC1(C)CC(=O)C2=C(C1)OC1=C(C(=O)CC(C)(C)C1)C2c1ccccc1Cl
6.9,COCCCNC(=O)c1ccc(-c2nc3ccccc3nc2-c2ccccc2)cc1
3.3,Cc1ccc(S(=O)(=O)N2C[C@H]3N(C(=O)OC(C)C)N(C(=O)OC(C)C)C[C@H](OC(=O)NC4CCCC4)[C@@]3(O)C2)cc1
-5.6,O=C(Nc1ccc2nc(N3CCOCC3)sc2c1)c1cc2ccccc2o1
-18.4,CN(CC(=O)Nc1ccc(Cl)c(Cl)c1)C(=O)C1CCC1
7.2,CC(=O)N1CCN(S(=O)(=O)c2cccc(C(=O)NCc3ccc(F)cc3)c2)CC1
1.5,O=C(OCCOc1ccc(Cl)cc1)c1cc(S(=O)(=O)N2CCCCC2)ccc1N1CCOCC1
-16.7,Cc1ccc2nc(NCCCO)[nH]c2c1
-9.9,Cc1ncc(COCc2ccccc2)c(CO)c1OCc1ccccc1
-10.4,CCOc1ccc(OCC(=O)Nc2cccc(S(=O)(=O)NC3=NCCC3)c2)cc1

(more compounds)
RXFP1 antag,Molecule
9.3,COc1cccc(NC(=O)CN(C)C(=O)c2cccc(S(=O)(=O)N3CC4(C)CC3CC(C)(C)C4)c2)c1 (stereo not drawn)
-9.7,Cc1cc(C(=O)OCC(=O)N2CCOCC2)c(C)n1-c1ccccc1
0.6,CCOC(=O)C(Cc1c[nH]c2ccc([N+](=O)[O-])cc12)(NC(C)=O)C(=O)OCC
-7.6,CCOc1ccc(NC(=O)CNc2cccc(S(=O)(=O)N3CCCCCC3)c2)cc1OCC
3.7,COc1ccc(CCN2CC(C(=O)OCC(=O)c3c(N)n(CC(C)C)c(=O)n(C)c3=O)CC2=O)cc1OC (stereo not drawn)
-8.1,CC1(c2ccccc2)NC(=O)N(CC(=O)N2CCN(S(=O)(=O)c3cccc(C(F)(F)F)c3)CC2)C1=O (stereo not drawn)
-3.4,CCCCCC(=O)N1C[C@@H](O)[C@H](n2cc(COC(=O)c3ccccc3)nn2)C[C@@H]1c1ccc(C)cc1
5.1,CCC(C)(C)c1nnc(NC(=O)CCC2CCCCC2)s1
-6.3,Cc1nc(C)n(C(Oc2ccc(Cl)cc2Cl)C(=O)C(C)(C)C)n1 (stereo not drawn)
1.0,CCCCN1C[C@H](c2ccc(OC)cc2)[C@@H](CC(=O)Nc2ccc(OC)cc2)C1=O
2.4,O=C(CSc1ncn[nH]1)N/N=C/c1ccc(F)cc1
-4.9,COc1cc(/C=C2/OC(=O)c3cc([N+](=O)[O-])ccc32)cc(OC)c1OC

Further records
RXFP1 antag,Molecule
-5.8,CCN(CC)S(=O)(=O)c1ccc(N2CCOCC2)c(NC(=O)c2ccc(=O)[nH]c2)c1
8.0,O=C1NC(=O)C2C3OC(C(Br)C3Br)C12 (stereo not drawn)
-2.2,Cc1ccc([C@@H]2CC(=O)[C@@H]3CN(S(=O)(=O)c4ccc(C)cc4)[C@H](c4ccc(Cl)cc4)C[C@@H]3N2S(=O)(=O)c2ccc(C)cc2)cc1
-6.9,O=C(CC1SC(N2CCOCC2)=NC1=O)Nc1cccc(C(F)(F)F)c1 (stereo not drawn)
-2.4,COCCCN1C(=O)C(CC(=O)NCCCCc2ccccc2)CC(C(=O)N2CCOCC2)=C1C (stereo not drawn)
6.2,O=C(CC1CCCC1)NCCS(=O)(=O)N1CCN(c2ccccc2)CC1
-31.9,Cc1cc(C)n(CC(=O)NNC(=O)c2ccc(OC(F)(F)F)cc2)n1
-13.1,CC(NC(=O)c1ccc(S(=O)(=O)Nc2ccccc2Cl)cc1)c1ccncc1 (stereo not drawn)
-0.5,COCC(=O)Nc1ccc(N2CCOCC2)c(S(=O)(=O)Nc2ccccc2OC)c1
6.4,Cc1ccn2c(-c3csc(Nc4ccc(C(=O)O)cc4)n3)c(C)nc2c1
4.4,COc1cc(/C=C2/SC(=S)N(CC(=O)NNC(=O)c3ccc(F)cc3)C2=O)cc(OC)c1OC
4.7,O=C(O)C1(Nc2ccc([N+](=O)[O-])cc2[N+](=O)[O-])CCCC1

Next records follow:
RXFP1 antag,Molecule
14.2,[O-][N+](=Cc1c(Cl)cccc1Cl)CC1(O)CCCCC1
-7.0,O=C(O)c1ccccc1/C=N/Nc1ccc(S(=O)(=O)Nc2ccc(Cl)cc2)cc1[N+](=O)[O-]
7.7,CCc1cc(-c2nnn(CCC3COCCO3)c2CC)cc(CC)c1-c1cn(Cc2ccc3ccccc3c2)nn1 (stereo not drawn)
-0.8,O=C(O)C1Nc2c(Cl)cc(Cl)c(Cl)c2C2C=CCC12 (stereo not drawn)
-0.5,COCC(=O)N1CCC(c2nc3ccccc3[nH]2)CC1
-2.3,COc1ccc(-c2nnc(SCC(=O)N3CCCC3=O)n2N)cc1OC
4.6,CC(C)N(Cc1ccccc1)C(=O)CN1C(=O)NC2(CCOc3ccccc32)C1=O (stereo not drawn)
-0.4,Cn1c(=O)c2[nH]c(C(O)c3ccc(Cl)cc3)nc2n(C)c1=O (stereo not drawn)
5.3,C[C@@H]1CN([C@H](C)CO)S(=O)(=O)c2ccc(C#C[C@@H](C)O)cc2O[C@@H]1CN(C)Cc1ccc(-c2ccccc2)cc1
-1.7,Cc1cccc(OCCNC(=O)c2cc(C3CC3)nc3c2cnn3C(C)C)c1
2.2,CC(=O)c1cccc(NC(=O)CSc2nc3ccccc3c(=O)n2CCCN2CCOCC2)c1
-3.4,O=S(=O)(Nc1ncnc2sccc12)c1cccc(F)c1

Later entries
RXFP1 antag,Molecule
-19.5,Cc1cccc(N2CC(C(=O)Nc3ccc(N4CCOCC4)cc3)CC2=O)c1C (stereo not drawn)
4.4,CC(=O)N1C[C@H]2CON(C)[C@H]2C[C@H]1c1cccc(-c2cc(Cl)cc(Cl)c2)c1
-6.3,O=C1NC(Cc2ccc(O)cc2)c2nc3cc(F)ccc3c(=O)n2-c2cc3ccccc3cc21 (stereo not drawn)
1.9,Cc1ccnc(SC2CC(=O)N(c3ccccc3)C2=O)n1 (stereo not drawn)
-22.9,CCCCN1CC(C)(C)[C@H](CC(=O)Nc2ccccc2)C1=O
3.2,CS(=O)(=O)c1ccc(NS(=O)(=O)c2ccc(Cl)c(C(=O)NC3=NCCS3)c2)cc1
2.3,Cc1ccc(-c2ccc(CN3C(C(C)C)C(=O)N(Cc4cn(CCC5OCCO5)nn4)CCS3(=O)=O)cc2)cc1 (stereo not drawn)
-3.0,C[C@@H]1CN([C@H](C)CO)S(=O)(=O)c2ccc(C#CC3CCCC3)cc2O[C@H]1CN(C)C(=O)Cc1ccccc1
-7.8,Cc1ccccc1S(=O)(=O)N(C)C[C@@H]1OCc2cnnn2CCCC(=O)N([C@H](C)CO)C[C@H]1C
3.1,CCC1(c2ccccc2)NC(=O)N(CC(=O)Nc2ccc(N3CCOCC3)cc2)C1=O (stereo not drawn)
8.8,O=S(=O)(c1ccccc1)N1CCc2ccccc21
6.1,O=C(O)c1ccccc1Cc1ccc(F)c2ccccc12

Later entries.
RXFP1 antag,Molecule
-6.4,O=C(COC(=O)/C=C/c1ccccc1)NCCc1ccc(F)cc1
0.0,CCN(CC)c1ccc(NC(=O)c2ccc(S(=O)(=O)N3CCOCC3)cc2)cc1
1.8,CCN(CC)S(=O)(=O)c1ccc(O)c(C(=O)OCC(=O)N2CCCc3ccccc32)c1
-12.5,O=C(O)c1cc(Cl)ccc1OS(=O)(=O)c1ccc(Cl)s1
7.7,Cc1noc(NS(=O)(=O)c2ccc(NC(=O)c3cc(S(=O)(=O)Nc4ccc(F)cc4)ccc3Cl)cc2)c1C
1.8,Cc1cc(=O)oc2cc(Oc3ccc([N+](=O)[O-])cc3C(F)(F)F)ccc12
-7.5,CCN(CC)S(=O)(=O)c1ccc(OC)c(NC(=O)c2cccc([N+](=O)[O-])c2C)c1
-1.1,COc1cccc(NC(=O)CN2C(=O)NC(C)(C3CC3)C2=O)c1 (stereo not drawn)
-7.4,COc1cc2c(cc1OC)C(=O)CCC2
-9.5,COCCCn1c(C(=O)N2CCOCC2)cc2c(=O)n3cccc(C)c3nc21
-1.5,O=C(COC(=O)c1cccnc1Cl)Nc1ccc(N2CCOCC2)cc1
-3.2,CCC(CC)c1nnc(NC(=O)Cc2c[nH]c3ccccc23)s1

Following part:
RXFP1 antag,Molecule
-5.3,O=C(CN1CCN(C(=O)CCC(=O)N2CCC(c3ccccc3)=N2)CC1)Nc1cccc(F)c1
-4.0,O=C(NC(=S)NCc1ccco1)c1ccccc1[N+](=O)[O-]
-8.3,C[C@H]1CN([C@@H](C)CO)C(=O)CCCn2nncc2CO[C@@H]1CN(C)S(=O)(=O)c1ccc(-n2cccn2)cc1
-1.0,O=C(CCCN1C(=O)/C(=C/c2ccccc2OC(F)F)SC1=S)Nc1cccnc1
9.3,C[C@@H]1CCCCO[C@H](CN(C)Cc2ccc(C(=O)O)cc2)[C@@H](C)CN([C@H](C)CO)C(=O)c2cc(N(C)C)ccc2O1
-18.6,CCCC(CC)Sc1nc2c([nH]1)c(=S)n(C)c(=O)n2C (stereo not drawn)
4.2,CC1=C(C(=O)N(C)C)CC(CC(=O)NCCCN(C)C)C(=O)N1Cc1ccc(C(C)(C)C)cc1 (stereo not drawn)
6.6,C/C(=N\NC(=O)c1ccccc1-n1cccc1)c1ccccn1
-2.7,COc1ccc(/C=C2\C(=O)NC(=O)c3ccccc32)cc1OC
-1.0,O=C(CCNS(=O)(=O)c1ccc(Cl)cc1)NCCc1ccccc1
-7.0,CC(C)COC(=O)N(C)C[C@H]1OCc2cnnn2CCCC(=O)N([C@H](C)CO)C[C@@H]1C
12.6,CCOc1cc(/C=N/NC(=O)N/N=C/c2ccc(O)c(OCC)c2)ccc1O

Continuation.
RXFP1 antag,Molecule
-0.7,COc1ccc(NC(=O)CCNC(=O)N2CC(=O)Nc3ccccc32)cc1
0.9,CSc1nsc(NN)n1
1.4,CC(OC(=O)c1cccc(S(=O)(=O)N2CCOCC2)c1)C(=O)NCC1CCCCC1 (stereo not drawn)
-14.0,CCc1ccc(OCC(=O)NNC(=O)c2ccc(-n3cncn3)c([N+](=O)[O-])c2)cc1
-1.5,C[N+]1(CC2COC(c3ccccc3)(c3ccccc3)O2)CCCCC1 (stereo not drawn)
-6.5,OCC1(CO)CC2(C1)CC(CO)(CO)C2
5.4,COCCN(C(=O)c1cc(-c2ccc(F)cc2)nc2ccccc12)c1c(N)n(CC(C)C)c(=O)[nH]c1=O
-2.8,O=c1c2ccccc2nc(/C=C/c2cccc([N+](=O)[O-])c2)n1CCCO
-5.0,CCOC(=O)CC1c2nc3ccccc3cc2CN1C(=O)OCC (stereo not drawn)
3.6,COc1ccccc1S(=O)(=O)Nc1ccc2nc(C)sc2c1
1.4,O=C(C[C@H]1C(=O)N(Cc2ccccc2)C[C@@H]1Cc1ccccc1)Nc1ccc(Br)cc1
1.0,O=C(O)C1=C2C(=O)Nc3cccc(c32)C2(C1)C(=O)Nc1ccccc12 (stereo not drawn)

(further entries)
RXFP1 antag,Molecule
4.5,O=C(Nc1ccc(N2CCOCC2)cc1N1CCOCC1)c1ccccc1
2.7,N#Cc1ccsc1NC(=O)CSc1nncs1
-13.0,CCOC(=O)C1CCCN(C(=O)C2COc3ccccc3O2)C1 (stereo not drawn)
-9.8,COc1ccc(/C=C/C(=O)OCC(=O)NCc2ccccc2Cl)cc1OC
-1.1,Cc1c(C(=O)Nc2nccs2)oc2ccc(Br)cc12
0.4,O=C1CSc2ccc(C(=O)N3CCCCC3)cc2N1
-11.5,Oc1ccc2ccccc2c1C=NNc1ccccn1
-0.5,CC(=O)N1C[C@H]2CON(C)[C@H]2C[C@H]1c1ccc(-c2ccc(C#N)cc2)cc1
4.2,Cc1cc(-c2ccccc2)cc(C)n1

The list is partial; count on the stated rates, not on these rows.
